E coli Lon inh: inhibits E. coli Lon protease. purified E. coli Lon protease, fluorescence polarization. inhibition, % at 7.94 µM. 360,000 compounds, 0.42% hits; in the data active = inhibition above about 13%, passing the limit was not always enough;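 also: 0% = enzyme with probe and DMSO and 100% = no enzyme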
NRP1-CendR mod: modulators of CendR peptide binding to human neuropilin-1; FAM-RPARPAR peptide binding to NRP-1, fluorescence polarization; inhibition, % at 25 µM; 360,000 compounds, 0.85% hits;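 active = inhibition or corrected inhibition above about 18%, plus a signal ratio from 0.5 to 1.5, limit read from the data, passing the limit was not always enough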; also: strong numbers were not always called active
Target sequence (O14786 whole entry, looked up): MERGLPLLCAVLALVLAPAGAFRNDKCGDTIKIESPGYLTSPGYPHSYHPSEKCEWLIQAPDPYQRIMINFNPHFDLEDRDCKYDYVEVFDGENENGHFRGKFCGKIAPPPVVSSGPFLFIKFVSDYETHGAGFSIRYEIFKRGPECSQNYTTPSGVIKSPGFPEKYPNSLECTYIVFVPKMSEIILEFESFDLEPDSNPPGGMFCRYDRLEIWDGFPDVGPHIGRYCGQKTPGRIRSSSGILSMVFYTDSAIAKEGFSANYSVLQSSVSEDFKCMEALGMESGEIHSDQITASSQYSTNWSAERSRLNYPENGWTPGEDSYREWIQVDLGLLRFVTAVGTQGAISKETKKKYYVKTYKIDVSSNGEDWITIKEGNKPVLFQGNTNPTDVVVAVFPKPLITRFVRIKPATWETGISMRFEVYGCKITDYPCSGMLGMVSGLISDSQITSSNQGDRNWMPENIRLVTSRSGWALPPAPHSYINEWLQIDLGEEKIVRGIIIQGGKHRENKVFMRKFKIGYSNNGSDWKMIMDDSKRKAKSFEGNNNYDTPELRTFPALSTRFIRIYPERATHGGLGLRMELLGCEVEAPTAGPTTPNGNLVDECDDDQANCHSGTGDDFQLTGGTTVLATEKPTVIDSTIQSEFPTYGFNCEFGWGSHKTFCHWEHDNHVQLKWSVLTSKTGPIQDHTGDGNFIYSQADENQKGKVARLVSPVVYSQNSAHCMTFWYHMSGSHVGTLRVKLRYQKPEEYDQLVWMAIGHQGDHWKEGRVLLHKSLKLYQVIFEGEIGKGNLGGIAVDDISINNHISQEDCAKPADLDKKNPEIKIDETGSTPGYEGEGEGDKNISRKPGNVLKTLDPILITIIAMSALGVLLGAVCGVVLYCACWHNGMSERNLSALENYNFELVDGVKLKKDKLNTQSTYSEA
STEP inh: inhibitors of human striatal-enriched phosphatase STEP; recombinant STEP, OMFP fluorogenic substrate, fluorescence; inhibition, % at 20 µM; 360,000 compounds, 0.25% hits;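 active = inhibition at 20 µM, scaled per plate between control wells, above about 37%, limit read from the data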;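 also: 0% = DMSO with enzyme and substrate and 100% = substrate only without enzyme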
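System: STEP phosphatase, cell-free reaction; Buffer or medium: Bis-Tris pH 6.0 buffer with DTT, detergent; Incubation: 20 min at room temperature, dark; Measured by: fluorescence, 480/540 nm.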
MsrA act: bovine methionine sulfoxide reductase A activation; activation, % at 10.6 µM; purified bovine MsrA, absorbance read-out; 360,000 compounds, 0.3% hits; in the data active = activation above about 7.5%;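 also: 0% = vehicle and 100% = reference activator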
Tb MetRS inh: blocks T. brucei methionyl-tRNA synthetase activity. inhibition, % at 11.9 µM. AID 624268. purified T. brucei MetRS, ATP depletion, Kinase-Glo luminescence. 360,000 compounds, 0.4% hits;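 active = inhibition above a per-plate cutoff of the control wells' mean inhibition plus 3 SD, cut at about 5.5% in these data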;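 also: 0% = DMSO wells median and 100% = median of wells with control inhibitor compound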
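Material: parasite MetRS enzyme / Replication: singlicate, one well per compound / Signal: luminescence of leftover ATP / Schedule: 2 h aminoacylation at 25 °C after 15 min preincubation / Medium: HEPES-MgCl2-KCl buffer plus DTT, spermine, BSA, pyrophosphatase / Doses: 11.9 µM single point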
Scp-1 inhibitor: inhibitors of human Scp-1 phosphatase; Recombinant Scp1, phosphopeptide, malachite green phosphate absorbance; inhibition, % at 20 µM; 340,000 compounds, 0.88% hits; AID 493091;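 active = inhibition above about 50% at 20 µM, limit read from the data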;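 also: plate controls were DMSO wells with enzyme for no effect and wells lacking enzyme for full effect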
Target sequence (Q9GZU7 76-261 limits assumed): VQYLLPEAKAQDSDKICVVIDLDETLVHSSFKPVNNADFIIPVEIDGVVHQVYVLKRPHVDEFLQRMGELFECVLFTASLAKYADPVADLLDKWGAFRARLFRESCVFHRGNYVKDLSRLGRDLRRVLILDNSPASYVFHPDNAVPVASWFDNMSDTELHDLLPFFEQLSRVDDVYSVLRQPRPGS
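Test system: SCP-1 catalytic domain; Buffer or medium: Acidic Tris acetate buffer with magnesium and detergent; Also added: Phosphorylated 17-residue peptide substrate; Compound: single 20 µM dose, 1% DMSO; Schedule: enzyme reaction 45 min at room temperature, colour 5 min, stabilisation 30 min; Signal: Phosphate-binding colour reagent, absorbance read at 630 nm.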
DNMT1 inh: DNMT1 (human) enzyme inhibition; 360,000 compounds, 0.83% hits; inhibition (reported as % activation of signal), % at 10 µM; P26358; DNMT1 molecular beacon, Hinp1I cleavage, fluorescence; in the data active = inhibition above about 50%
LMPTP block: LMPTP (human) inhibition | P24666 | recombinant LMPTP-A, OMFP fluorogenic substrate, fluorescence intensity | inhibition, % at 20 µM | 360,000 compounds, 0.22% hits | AID 651560;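 active = compounds that cut the enzyme signal by at least half of the control window in the single-dose screen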;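 also: plate controls were DMSO wells with enzyme plus substrate for no effect and substrate without enzyme for full effect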
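material = LMPTP-A | quantity = 0.625 nM enzyme | reagent = OMFP substrate, 400 µM final | buffer or medium = Bis-Tris pH 6.0, DTT, detergent | detection = endpoint fluorescence intensity from OMFP dephosphorylation | dosing = single 20 µM dose | read-out basis = % inhibition relative to no-enzyme and uninhibited control wells | control set = no-enzyme and uninhibited controls | timing = 50 min at room temperature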
SUMO1-SIM PPI: SUMO1-SIM interaction modulation | P63165 | SUMO1 binding to a labelled peptide, TR-FRET, 1 h | inhibition, % at 20 µM | 360,000 compounds, 0.33% hits | AID 602429; in the data active = inhibition above about 37%
MsrA inh: bovine MsrA inhibition. 360,000 compounds, 0.75% hits. AID 651718. purified bovine MsrA, absorbance read-out. inhibition, % at 15.5 µM; in the data active = inhibition above about 4.5%;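 also: 0% = vehicle wells with enzyme and 100% = reference inhibitor wells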
Numbers without * were called inactive; . = not tested or not shown.

(1) COc1ccc(Cc2nnc(SC(C)C(=O)Nc3ccc(C(N)=O)cc3)o2)cc1 (stereo not drawn)
(2) Cc1ccc(CNC(=O)C2(C(F)(F)F)C/C(=C\Cc3ccccc3)CCCO2)o1 (stereo not drawn)
(3) O=C(COc1cccnc1[N+](=O)[O-])Nc1ccc(N2CCOCC2)cc1
(4) COc1ccc(CC(=O)Nc2ccc(N3CCCC3)c(C)c2)cc1
(5) CCOC(=O)C1CCN(C(=O)CN(c2cccc(C(F)(F)F)c2)S(C)(=O)=O)CC1
(6) CCCS(=O)(=O)NC(=O)C1(C)CCCN(C(=O)c2ccc3ccccc3n2)C1 (stereo not drawn)
(7) CC(CN1C(C)CCCC1C)OC(=O)c1ccccc1F (stereo not drawn)
(8) CCOC(=O)C1=C(C)N=C2c3ccccc3C(=O)C2C1c1ccc(C)cc1 (stereo not drawn)
compound no.,1,2,3,4,5,6,7,8
MsrA inh,0.9,.,-0.3,0.6,0.3,-0.7,0.6,-1.1
Tb MetRS inh,-0.5,-0.3,-0.4,0.3,-1.3,-0.4,-1.4,-0.2
DNMT1 inh,0.3,-7.2,-5.8,-8.8,2.3,-0.4,2.1,10.4
E coli Lon inh,5.6,-3.9,-1.5,-12.7,-6.5,-2.1,8.5,-4.0
STEP inh,0.2,-0.2,-3.2,1.8,0.3,0.5,-1.9,3.0
NRP1-CendR mod,5.1,1.2,0.4,-19.4,10.1,1.1,1.3,8.2
LMPTP block,-0.8,0.9,-0.3,6.9,-1.8,-2.4,0.2,1.4
SUMO1-SIM PPI,2.6,6.3,-22.0,-0.2,0.0,-3.3,-0.6,-10.0
MsrA act,-1.6,-3.1,-4.8,-2.1,-10.8,-4.2,-5.5,-6.1
Scp-1 inhibitor,3.9,-5.8,-2.7,-3.0,-1.8,.,-0.5,-6.2

5 entries already listed, sorted by length of the SMILES, rising.
(7) CC(CN1C(C)CCCC1C)OC(=O)c1ccccc1F (stereo not drawn)
(8) CCOC(=O)C1=C(C)N=C2c3ccccc3C(=O)C2C1c1ccc(C)cc1 (stereo not drawn)
(1) COc1ccc(Cc2nnc(SC(C)C(=O)Nc3ccc(C(N)=O)cc3)o2)cc1 (stereo not drawn)
(6) CCCS(=O)(=O)NC(=O)C1(C)CCCN(C(=O)c2ccc3ccccc3n2)C1 (stereo not drawn)
(5) CCOC(=O)C1CCN(C(=O)CN(c2cccc(C(F)(F)F)c2)S(C)(=O)=O)CC1
compound no.,7,8,1,6,5
MsrA inh,0.6,-1.1,0.9,-0.7,0.3
Tb MetRS inh,-1.4,-0.2,-0.5,-0.4,-1.3
DNMT1 inh,2.1,10.4,0.3,-0.4,2.3
E coli Lon inh,8.5,-4.0,5.6,-2.1,-6.5
STEP inh,-1.9,3.0,0.2,0.5,0.3
NRP1-CendR mod,1.3,8.2,5.1,1.1,10.1
LMPTP block,0.2,1.4,-0.8,-2.4,-1.8
SUMO1-SIM PPI,-0.6,-10.0,2.6,-3.3,0.0
MsrA act,-5.5,-6.1,-1.6,-4.2,-10.8
Scp-1 inhibitor,-0.5,-6.2,3.9,.,-1.8

(listing goes on)
(9) CN(C)/C=N/C(=S)Nc1ccc(Cl)cc1
(10) CCS(=O)(=O)c1nc(S(=O)(=O)c2ccc(Cl)cc2)c(N2CCN(C)CC2)s1
(11) CCOC(=O)N1CCN(C(=O)C[C@@H]2C[C@@]3(C(=O)OC)CC(C)(C)CC=C3N(CCc3ccc(OC)c(OC)c3)C2=O)CC1
(12) Nn1c(SCC(=O)Nc2ccccc2F)nnc1-c1cccnc1
(13) CCOC(O)[C@H]1N[C@@H](c2ccc(Cl)cc2)[C@@H]([N+](=O)[O-])[C@@H]1c1ccccc1 (stereo partly drawn)
(14) O=C(c1ccc(S(=O)(=O)N2CCCCC2)cc1)N1CCc2ccccc2C1
(15) CCOC(=O)N1CCN(C(=O)c2cccc(NC3=NC4CS(=O)(=O)CC4S3)c2)CC1 (stereo not drawn)
(16) O=C(COC(=O)C1CCC(=O)N1)Nc1ccc(Br)cc1 (stereo not drawn)
compound no.,9,10,11,12,13,14,15,16
MsrA inh,2.4,0.5,-0.9,-0.1,-0.5,-0.1,0.0,-2.0
Tb MetRS inh,0.0,-1.4,-0.6,0.3,0.0,-1.6,-1.2,-0.4
DNMT1 inh,-0.9,-0.9,.,-7.5,2.6,4.8,-0.8,1.0
E coli Lon inh,-5.9,10.0,.,-5.7,-4.8,10.7,-1.4,-6.3
STEP inh,2.4,-1.9,.,-2.3,-2.4,-5.1,-17.0,-2.6
NRP1-CendR mod,-4.0,-2.1,5.2,-19.9,4.2,13.6,0.2,1.6
LMPTP block,-0.5,-3.3,0.1,-1.1,-0.4,-2.3,-0.5,-1.3
SUMO1-SIM PPI,3.8,0.6,0.6,-0.5,1.2,-1.2,-0.5,-2.7
MsrA act,-2.6,-13.4,.,-1.2,-4.1,-14.0,-8.4,-5.3
Scp-1 inhibitor,-4.9,-1.4,.,-5.2,-4.8,0.4,5.9,-8.9

(17) Cc1ccc(C(=O)N2CCN(c3ccc(Cl)cc3)CC2)cc1
(18) C=CCCC(=O)N1CCC(n2nccc2NC(=O)c2ccc(OC)cc2)CC1
(19) CCOC(=O)C1=CN(Cc2cccc(F)c2)S(=O)(=O)N(CC)C1c1cccc(OC)c1 (stereo not drawn)
(20) CC1(C)COC(c2cccn2Cc2ccc(F)cc2Cl)=N1
(21) COCCCNC(=S)Nc1ccc(C)cc1
(22) Cn1c(=O)n(C)c2cc(/C=N/NC(=O)c3cc4cc(Br)ccc4o3)ccc21
(23) Cc1nc(C(=O)NCC(=O)c2ccccc2)c(C(F)(F)F)o1
(24) CC1CN(C(=O)Nc2cccc(C(F)(F)F)c2)CC(C)O1 (stereo not drawn)
compound no.,17,18,19,20,21,22,23,24
MsrA inh,0.5,-1.2,-0.2,-0.1,-0.9,-0.6,-0.9,2.8
Tb MetRS inh,-0.1,-0.3,-0.8,-0.5,2.2,0.0,0.5,-0.2
DNMT1 inh,-0.5,1.5,0.9,2.1,-0.3,-10.2,2.0,0.0
E coli Lon inh,-7.2,-11.4,-5.9,9.6,1.9,-0.4,0.6,-3.5
STEP inh,4.6,-1.4,0.9,1.1,0.4,8.8,3.4,1.4
NRP1-CendR mod,-1.6,11.3,7.5,-2.1,-0.5,-7.9,-6.4,-4.1
LMPTP block,-0.3,-0.9,2.6,3.6,-1.2,-0.4,-0.9,1.4
SUMO1-SIM PPI,-1.0,1.0,3.2,-0.9,-4.9,60.0*,-4.6,1.4
MsrA act,-7.3,-2.4,-1.8,-0.8,-1.8,-3.1,-1.7,-9.2
Scp-1 inhibitor,-3.3,-3.5,-6.6,-2.2,3.5,25.9,-2.6,49.5

(25) COC(=O)C[C@H]1CC[C@@H](NC(=O)c2ccncc2)[C@@H](CO)O1
(26) COc1ccc(/C=C(\C#N)C(=O)Nc2cccc(C)n2)cc1
(27) Cn1cnc([N+](=O)[O-])c1S(=O)(=O)c1cccc(Cl)c1
(28) CCC(c1nnnn1CCOC)N1CCN(Cc2ccccc2OC)CC1 (stereo not drawn)
(29) Cc1ccc(CNCC(O)(c2ccccc2)c2ccc(F)cc2)cc1 (stereo not drawn)
(30) OC[C@H]1O[C@H](c2nc(-c3nc(-c4cccc(-n5cccc5)c4)no3)cs2)C[C@@H]1O
(31) O=CC1=C(N2CCOCC2)/C(=C\c2ccccc2)CC1
(32) CCOC(=O)c1[nH]ncc1CN1CCC(Cc2cccc(OC)c2)(C(=O)OCC)CC1
compound no.,25,26,27,28,29,30,31,32
MsrA inh,-0.6,0.8,-0.5,0.2,0.1,-0.3,2.2,-0.9
Tb MetRS inh,-0.8,0.9,-0.8,-1.5,0.3,-0.3,2.1,-0.4
DNMT1 inh,.,-5.2,4.5,5.7,-1.8,-3.0,17.5,1.5
E coli Lon inh,.,7.3,1.9,-6.3,4.2,-10.6,-14.1,-1.2
STEP inh,.,0.3,-0.5,-10.5,5.2,-0.3,-1.4,1.5
NRP1-CendR mod,15.4,3.9,5.4,7.3,-1.5,-8.4,-3.8,-8.3
LMPTP block,-2.0,-0.1,-0.6,-1.8,-0.2,0.2,-0.9,-1.7
SUMO1-SIM PPI,0.7,-13.0,-8.9,1.2,0.4,1.8,-4.5,4.6
MsrA act,.,-1.8,-4.0,-1.7,-0.8,1.4,-14.5,-2.2
Scp-1 inhibitor,.,-18.6,3.5,-3.1,-14.3,.,4.2,-2.7

(33) Cc1ccc(C2(C)NC(=O)N(CC(=O)Nc3ccc(N4CCOCC4)cc3N3CCOCC3)C2=O)cc1 (stereo not drawn)
(34) O=C(NC1CCCCC1)c1ccc(-c2ccccc2)cc1
(35) COc1cc(C(=O)OCc2ccccc2C#N)ccc1OCC(=O)N1CCOCC1
(36) Oc1ccc(Br)cc1C1Nc2ccccc2S1 (stereo not drawn)
(37) Cc1ccc(CNC(=O)Cn2c(=O)n(-c3ccccc3)c(=O)c3sccc32)cc1
(38) O=C(N/N=C/c1cccnc1)/C(=C\c1cccs1)NC(=O)c1ccccc1
(39) CC1CCc2nc(NCCO)nc(C(F)(F)F)c2C1 (stereo not drawn)
(40) CCOc1cccc(C2C(C(=O)c3ccc(C)o3)=C(O)C(=O)N2CCCn2ccnc2)c1 (stereo not drawn)
compound no.,33,34,35,36,37,38,39,40
MsrA inh,-0.9,0.7,0.4,1.8,-0.1,7.3*,-0.2,0.7
Tb MetRS inh,-0.5,0.1,0.1,-0.3,0.5,2.5,-0.1,-0.5
DNMT1 inh,0.5,5.5,2.2,-1.3,0.1,1.6,0.4,-3.5
E coli Lon inh,-8.6,4.9,7.0,-10.9,-9.8,-0.7,1.9,-4.5
STEP inh,0.4,-1.2,-0.4,0.1,-1.0,0.1,-0.3,1.9
NRP1-CendR mod,-0.7,4.7,16.3,6.5,-6.1,-0.2,10.4,2.2
LMPTP block,0.5,-1.9,0.3,0.0,3.5,-1.5,-0.3,-1.5
SUMO1-SIM PPI,-0.7,3.4,3.9,-65.1,1.7,-11.9,-1.0,2.2
MsrA act,-1.7,-0.7,-0.2,2.1,-8.7,3.1,3.1,-4.6
Scp-1 inhibitor,-1.1,-9.8,-2.5,-12.1,2.2,-6.7,-10.5,-2.8

(41) CCCN(CC(=O)Nc1ccccc1OC)C(=O)CSc1nc(C)cc(C)n1
(42) Cc1cc(N2C(=O)C3C4CC(C(Br)C4Br)C3C2=O)no1 (stereo not drawn)
(43) Cn1c(SCC(=O)N2CCc3ccccc32)nnc1C1CC1
(44) COc1cccc(NC(=O)c2ccc(N3C(=O)C4CC=C(C)CC4C3=O)cc2)c1 (stereo not drawn)
compound no.,41,42,43,44
MsrA inh,0.9,-0.3,-1.5,-0.4
Tb MetRS inh,-0.5,0.3,-0.5,-1.0
DNMT1 inh,1.1,1.0,1.0,0.5
E coli Lon inh,0.4,-4.0,-15.2,12.4
STEP inh,2.2,-2.2,-1.3,0.6
NRP1-CendR mod,-11.5,6.1,6.4,1.2
LMPTP block,-0.3,-1.3,-1.9,-0.6
SUMO1-SIM PPI,3.4,-0.8,-2.6,2.7
MsrA act,-1.5,-1.3,-2.8,-5.3
Scp-1 inhibitor,-4.8,-1.0,-2.2,-14.2
